Bioassay records as filed in PubChem BioAssay.
MsrA inh – inhibitors of bovine MsrA; purified bovine MsrA, absorbance read-out; inhibition, % at 15.5 µM; 360,000 tested, 0.75% active; in the data active = inhibition above about 4.5%;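 note: 0% = vehicle wells with enzyme and 100% = reference inhibitor wells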
STEP block – inhibitors of human striatal-enriched phosphatase STEP. recombinant STEP, OMFP fluorogenic substrate, fluorescence. inhibition, % at 20 µM. 360,000 tested, 0.25% active;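 active = inhibition at 20 µM, scaled per plate between control wells, above about 37%, limit read from the data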;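 note: 0% = DMSO with enzyme and substrate and 100% = substrate only without enzyme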
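material = STEP tyrosine phosphatase | reagent = fluorogenic phosphatase substrate OMFP at 25 µM final | doses = single compound dose of 20 µM, 1% DMSO final | schedule = 20 min reaction, room temperature, in the dark | measured by = fluorescence, 480/540 nm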
SUMO1 PPI mod – modulators of human SUMO1-mediated protein-protein interactions; P63165; SUMO1 binding to a labelled peptide, TR-FRET, 1 h; inhibition, % at 20 µM; 360,000 tested, 0.33% active; AID 602429; in the data active = inhibition above about 37%
CSN deneddyl inh – inhibitors of human CSN-mediated cullin deneddylation; inhibition, % at 12.5 µM; Purified CSN, SCF-Nedd8-OG deneddylation, fluorescence polarization; AID 651999; 360,000 tested, 0.38% active;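 active = pattern-corrected inhibition above about 35%, with an unprinted fluorescence ratio check between 0.5 and 1.5, limit read from the data, passing the limit was not always enough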;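 note: 0% = enzyme with substrate and 100% = substrate without enzyme; some results filed as inactive read as strong as hits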
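Test system: Human Csn5 produced in HEK293T cells | Compound: 12.5 µM single point | Times: 90 min, room temperature | Signal: Fluorescence polarization readout | Read-out basis: % inhibition of substrate cleavage by Csn5 | Controls: no-enzyme wells high, enzyme-with-substrate wells low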
LMPTP block – blocks human LMPTP phosphatase; recombinant LMPTP-A, OMFP fluorogenic substrate, fluorescence intensity; inhibition, % at 20 µM; 360,000 tested, 0.22% active; AID 651560;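 active = compounds that cut the enzyme signal by at least half of the control window in the single-dose screen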;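 note: plate controls were DMSO wells with enzyme plus substrate for no effect and substrate without enzyme for full effect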
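test system = LMPTP-A | amount = 0.625 nM LMPTP-A final | reagent = fluorogenic phosphatase substrate OMFP at 400 µM final | incubation = 50 min at room temperature | benchmarks = no-enzyme low control, uninhibited high control | medium = Bis-Tris pH 6.0, DTT, detergent | signal = fluorescence intensity of OMFP turnover product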
DNMT1 block – blocks human DNA methyltransferase DNMT1; P26358; DNMT1 molecular beacon, Hinp1I cleavage, fluorescence; inhibition (reported as % activation of signal), % at 10 µM; 360,000 tested, 0.83% active; AID 588458; in the data active = inhibition above about 50%
Target sequence (P26358 504-1616 limits assumed): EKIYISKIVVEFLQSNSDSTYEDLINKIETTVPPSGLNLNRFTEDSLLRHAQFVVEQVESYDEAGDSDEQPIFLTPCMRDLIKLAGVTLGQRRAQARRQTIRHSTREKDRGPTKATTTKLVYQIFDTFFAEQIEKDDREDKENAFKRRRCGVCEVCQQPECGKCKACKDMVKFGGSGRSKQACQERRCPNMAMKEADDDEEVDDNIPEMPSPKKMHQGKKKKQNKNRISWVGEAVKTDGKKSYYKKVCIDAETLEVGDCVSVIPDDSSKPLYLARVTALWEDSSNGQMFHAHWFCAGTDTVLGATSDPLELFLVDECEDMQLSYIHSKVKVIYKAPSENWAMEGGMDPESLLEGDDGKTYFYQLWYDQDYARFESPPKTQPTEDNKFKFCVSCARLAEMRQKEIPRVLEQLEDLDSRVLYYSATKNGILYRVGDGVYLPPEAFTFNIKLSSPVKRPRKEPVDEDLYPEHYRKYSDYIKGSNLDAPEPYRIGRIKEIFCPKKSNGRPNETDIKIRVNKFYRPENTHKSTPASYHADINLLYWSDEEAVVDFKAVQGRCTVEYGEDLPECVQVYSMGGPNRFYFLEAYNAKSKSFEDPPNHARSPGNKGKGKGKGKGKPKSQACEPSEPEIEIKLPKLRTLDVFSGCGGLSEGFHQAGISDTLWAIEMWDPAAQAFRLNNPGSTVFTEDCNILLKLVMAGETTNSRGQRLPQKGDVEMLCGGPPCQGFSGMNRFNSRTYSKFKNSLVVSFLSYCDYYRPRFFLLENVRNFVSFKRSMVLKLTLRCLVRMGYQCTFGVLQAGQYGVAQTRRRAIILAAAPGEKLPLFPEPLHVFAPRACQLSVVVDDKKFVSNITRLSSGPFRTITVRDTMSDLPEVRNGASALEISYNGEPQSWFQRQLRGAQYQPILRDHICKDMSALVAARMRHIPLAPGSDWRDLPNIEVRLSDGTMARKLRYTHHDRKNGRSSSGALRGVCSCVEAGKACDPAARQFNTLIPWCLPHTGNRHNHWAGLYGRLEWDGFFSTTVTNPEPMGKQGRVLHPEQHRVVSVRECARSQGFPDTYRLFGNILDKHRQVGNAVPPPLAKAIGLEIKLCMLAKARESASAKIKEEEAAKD
NadD block – blocks S. aureus nicotinate mononucleotide adenylyltransferase; purified NadD enzyme, colorimetric absorbance read-out; inhibition, % at 20 µM; 360,000 tested, 0.78% active; in the data active = inhibition above about 26%; note: some compounds past the cut are filed as inactive
Rpn11 block – inhibitors of human proteasome Rpn11. 360,000 tested, 0.59% active. O00487. calls only at 20 µM. human 26S proteasome, Ub4-pepOG fluorescence polarization; 20S core pre-blocked with epoxomicin;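 active = inhibition at 20 µM, scaled to each plate's controls, above about 33%, limit read from the data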
Tb MetRS inh – blocks T. brucei methionyl-tRNA synthetase activity; purified T. brucei MetRS, ATP depletion, Kinase-Glo luminescence; inhibition, % at 11.9 µM; 360,000 tested, 0.4% active;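 active = inhibition above a per-plate cutoff of the control wells' mean inhibition plus 3 SD, cut at about 5.5% in these data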;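 note: 0% = DMSO wells median and 100% = median of wells with control inhibitor compound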
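Dosing: 11.9 µM single point; system: parasite MetRS enzyme; technique: luminescence of leftover ATP; times: 15 min enzyme-compound preincubation, 2 h reaction, 10 min detection, 25 °C; replicates: each compound tested once; read-out basis: percent inhibition relative to median high and low control wells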
Scp1 inh – blocks human Scp-1 phosphatase activity; 340,000 tested, 0.88% active; Q9GZU7; Recombinant Scp1, phosphopeptide, malachite green phosphate absorbance; inhibition, % at 20 µM;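 active = inhibition above about 50% at 20 µM, limit read from the data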;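 note: plate controls were DMSO wells with enzyme for no effect and wells lacking enzyme for full effect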
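Assay system: SCP-1 catalytic fragment, aa 76-261 | Buffer or medium: Tris acetate buffer pH 5.5 with MgCl2 and Tween-20 | Compound: One concentration, 20 µM, with 1.0% DMSO | Also added: Phospho 17-mer peptide substrate | Signal: Absorbance at 630 nm | Incubation: 45 min enzyme reaction at room temperature | Measure: % inhibition of SCP-1 phosphate liberation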
An asterisk follows results filed as active; i = inactive; . = no result given. Compounds as they come; any-hit rate near 3.9%.

SMILES	MsrA inh	STEP block	SUMO1 PPI mod	CSN deneddyl inh	LMPTP block	DNMT1 block	NadD block	Rpn11 block	Tb MetRS inh	Scp1 inh
CC(NC(=O)C12CC3CC(CC(C3)C1)C2)C(=O)NCCN(C)C (stereo not drawn)	-0.9	0	3	-5	-6.4	1	-5	i	-1.5	-9
Cc1ccc(NC(=S)Nc2ccc(F)cc2)cc1	-0.9	2	8	-1	1.1	2	1	i	-0.5	1
CCOc1c(Br)cc(C(N)=O)cc1OC	-0.5	-1	-4	3	-0.4	0	-8	i	-0.4	-12
COc1ccc(C(=O)C2CCCN(C(=O)CSC)C2)cc1OC (stereo not drawn)	0.4	-2	7	2	-0.8	0	-2	i	1.5	-4
CC(=O)N/C(=C\c1ccccc1)C(=O)OC(C)C(=O)NCc1ccccc1 (stereo not drawn)	-0.9	0	-2	-2	-0.1	-1	1	i	-0.1	-8
Cc1ccccc1NC(=O)CSc1ccc(-c2ccco2)nn1	-0.1	2	-4	1	-1.7	-8	0	i	-0.2	-6
CCOc1ccc(C(=O)NN2C(=O)C3C4C=CC(O4)C3C2=O)cc1 (stereo not drawn)	-0.3	-3	2	3	0.2	-1	4	i	-0.3	-13
CCNS(=O)(=O)c1ccc(NC(=S)N2CCc3ccccc32)cc1	0.6	1	17	-6	0.9	1	-3	i	0.3	-9
OCCNC(=S)Nc1ccc2nsnc2c1	1.8	-4	1	9	0.0	-10	1	i	-0.7	-8
CCOc1ccc(NC(=O)c2cnc3scc(C)n3c2=O)cc1	1.1	2	-13	-5	-0.5	-7	-5	i	-0.3	-16
CCCNC(=O)CSc1nc2ccc(OCC)cc2s1	0.7	-1	1	-9	0.6	-4	1	i	-0.4	-6
Cc1ccc(CN2CC(N3CCN(c4ccccn4)CC3)CS2(=O)=O)cc1 (stereo not drawn)	-0.2	0	-1	-2	-0.3	-7	-9	i	-0.9	.

Quoted at random: 3 entries already listed, in no set order.
SMILES	MsrA inh	STEP block	SUMO1 PPI mod	CSN deneddyl inh	LMPTP block	DNMT1 block	NadD block	Rpn11 block	Tb MetRS inh	Scp1 inh
COc1ccc(C(=O)C2CCCN(C(=O)CSC)C2)cc1OC (stereo not drawn)	0.4	-2	7	2	-0.8	0	-2	i	1.5	-4
Cc1ccc(CN2CC(N3CCN(c4ccccn4)CC3)CS2(=O)=O)cc1 (stereo not drawn)	-0.2	0	-1	-2	-0.3	-7	-9	i	-0.9	.
OCCNC(=S)Nc1ccc2nsnc2c1	1.8	-4	1	9	0.0	-10	1	i	-0.7	-8

(further entries)
SMILES	MsrA inh	STEP block	SUMO1 PPI mod	CSN deneddyl inh	LMPTP block	DNMT1 block	NadD block	Rpn11 block	Tb MetRS inh	Scp1 inh
COc1cc2nc(N(CCCN(C)C)C(=O)c3ccc(S(=O)(=O)N4CCc5ccccc54)cc3)sc2cc1OC	0.6	2	-80	3	-3.6	-10	34*	i	-0.7	7
Cc1ccccc1NC(=O)C(C)N1C(=O)c2ccccc2C1=O (stereo not drawn)	-1.5	-3	0	6	0.3	-39	5	i	-1.1	-2
CCSc1ccc(-c2cc(NC=O)c3ncc(-c4cccc(C(=O)N(C)C)c4)n3c2)cc1	1.1	-1	-20	14	1.6	-15	-3	i	-0.3	.
O=C(Nc1ccc(F)cc1)C(c1cccc(F)c1)N1CCN(CC(=O)N2CCCC2)CC1 (stereo not drawn)	1.6	.	0	1	-1.4	.	.	.	-0.7	.
CCOc1ccc(C(=O)NC(=S)Nc2cccnc2)cc1	-0.6	-3	1	-8	-1.8	-1	3	i	0.0	4
Cc1oc(-c2ccccc2Cl)nc1CS(=O)(=O)CC(=O)NC(C)c1ccccc1 (stereo not drawn)	-0.4	-2	2	-3	-1.3	-2	-3	i	-0.7	-9
COC(=O)c1cc(S(=O)(=O)NCCc2sccc2C)c[nH]1	-1.6	-1	5	4	0.2	3	-4	i	-0.1	-5
Cc1ccc(Cc2c(C)nc3nc(SCC(=O)NCCCN4CCCC4)nn3c2C)cc1	0.7	-4	-97	4	-1.0	-15	-4	i	-0.1	-8
Cn1c(N)c(N2CCCCC2)c(=O)n(CC(=O)Nc2cccc(C#N)c2)c1=O	-0.3	-2	-5	-1	0.0	-1	2	i	0.2	-18
COc1ccc(C(=O)CCC(=O)O)c(C)c1	0.1	0	-4	1	-0.7	-2	-2	i	-0.9	0
CCOC(=O)/C(=N\Nc1cccc(C(F)(F)F)c1)N(CCOC)CCOC	1.8	4	0	1	-0.3	11	1	i	0.1	-2
Cc1ccc(C)c2[nH]c(=O)c(CN(CCCN(C)C)C(=O)NCc3ccccc3)cc12	0.7	-2	-2	-2	-1.1	0	-12	i	0.2	6
CC(C)OC(=O)/C=C1\C[C@@H](c2ccccc2C(F)(F)F)O[C@@H](c2ccccc2C(F)(F)F)O1	1.2	.	-4	3	0.7	.	.	.	-0.2	.
O=C(/C=C/c1ccccc1)C1=C(O)C(=O)N(CCO)C1c1cccc([N+](=O)[O-])c1 (stereo not drawn)	2.5	0	-7	0	-0.9	4	-1	i	-0.3	-9
Cc1cccc(C(=O)Nc2sc3c(c2C(=O)O)CCCC3)c1	2.4	-2	1	7	-1.1	-3	-1	i	0.0	-9
O=S(=O)(Nc1ccc2c(c1)nc1n2CCN(Cc2ccccc2)C1)c1ccc(Cl)cc1	1.6	2	0	9	1.1	-20	32*	i	-0.8	-5
Cc1[nH]c2ccc3c(ncn3CCC#N)c2c1C	0.1	0	-2	0	1.1	-10	1	i	-1.5	0
CCc1ccc(C2=NNC(=Nc3cccc(S(=O)(=O)N(C)C)c3)SC2)cc1	1.7	7	13	9	1.9	-26	34*	i	-0.4	9
O=C(NC(c1ccc(F)cc1)c1ccc2ccccc2n1)C1CCN(Cc2ccc3ccccc3n2)CC1 (stereo not drawn)	-0.8	-1	2	4	0.8	-13	4	i	0.3	.
CCC(CC)c1nnc(NC(=O)C2CC(=O)N(CCc3ccc(OC)c(OC)c3)C2)s1 (stereo not drawn)	-1.7	-1	0	0	-0.3	0	1	i	-0.4	-3
O=C(CNC(=O)c1ccccc1F)NC1CCN(Cc2ccccc2)CC1	-0.8	-3	-1	-3	-1.6	0	-6	i	-0.8	-5
CCOc1ccc(/C=N/OCC(=O)Nc2ccc3c(c2)OCO3)cc1	-1.0	2	-1	-1	1.0	-8	-9	i	-0.2	-14
COc1ccc(-c2noc(-c3ccccc3-c3ccccc3)n2)cc1	0.5	4	1	0	2.0	-3	-2	i	-0.8	-13
O=C(NCCN1CCC(n2c(=O)[nH]c3ccccc32)CC1)N1c2ccccc2Sc2ccccc21	-0.7	.	10	1	7.0	.	13	.	-0.9	.
CN(c1ccccc1)S(=O)(=O)c1ccc(NC(=O)c2ccco2)cc1	-0.6	-3	-3	-7	0.1	-2	-3	i	-0.3	-6
C=CCOc1c(Cl)cc(CNCCCN2CCOCC2)cc1OC	-0.7	-4	2	3	-7.9	1	0	i	-0.5	-2
O=C(Nc1ccccc1C(=O)O)c1ncn[nH]1	0.5	-3	7	2	-0.6	1	-1	i	-0.6	3
CCOc1ccc(OCCSc2nc3ccccc3o2)cc1	0.0	0	-5	-5	1.3	-1	-2	i	-0.4	-23
CC(=O)c1cccc(-c2ccnc3c2CC(C(=O)NCc2ccco2)O3)c1 (stereo not drawn)	-0.4	-2	4	-4	-0.1	1	1	i	-0.1	.
O=C(CCCn1cncn1)N1CCCC(N2CCN(c3ccccc3F)CC2)C1 (stereo not drawn)	1.5	1	-3	0	-1.3	1	-4	i	0.5	-6
COC(=O)C1=C(O)CSC1=Nc1cccc(C(F)(F)F)c1	-0.4	-4	-1	4	0.0	3	-1	i	-1.1	0
COc1ccc(Oc2cc(C(F)(F)F)cnc2C(N)=O)cc1	-1.2	-3	1	0	-2.0	0	8	i	-1.2	-7
CC1(O)C(=O)c2ccccc2N(c2ccccc2)C1=O (stereo not drawn)	0.3	4	-1	2	-0.8	2	-8	i	-1.2	6
Cc1sc2ncnc(N3CCC(C(=O)Nc4nc5ccc(Cl)cc5s4)CC3)c2c1C	-0.2	-2	-27	0	0.6	-6	14	i	-0.3	7
C[C@H](CO)N1C[C@H](C)[C@@H](CN(C)C(=O)c2ccccc2)Oc2cc(C#C[C@@H](C)O)ccc2S1(=O)=O	0.2	-2	-4	5	-0.6	-2	2	i	0.6	.
CCc1cccc(C)c1NC(=S)N(Cc1cccnc1)Cc1ccco1	0.2	-2	-2	8	-0.7	-1	-1	i	0.2	-8
CCOc1ccc(-c2cc(C(=O)NCCCn3ccnc3)c3ccccc3n2)cc1	2.4	-2	-15	-2	0.8	-3	8	i	2.2	-3
Cc1ccc(C2CC(=O)C=C(O)C2)cc1 (stereo not drawn)	.	-2	1	2	-1.0	0	2	i	-0.8	-7
O=[N+]([O-])c1cccc(COc2ccccc2CO)c1	-1.0	.	-21	-7	-0.1	.	-3	.	0.0	.
O=Cc1c(Cl)[nH]c(=O)n1-c1ccccc1	1.3	1	-6	-8	-1.8	1	-9	i	-0.3	-8
O=C(C1CCN(S(=O)(=O)c2cnc[nH]2)CC1)N1CCN(c2ccc([N+](=O)[O-])cc2)CC1	0.2	-1	-27	4	0.6	0	-7	i	0.1	-9
O=C(NCCCN1CCOCC1)C(=O)NCc1ccc(Cl)cc1	-0.1	-4	1	8	-0.7	1	-5	i	-0.7	0
COc1cc(-c2c(C(=O)c3ccccc3)[nH]c(N)c2C(N)=O)ccc1F	1.6	.	-11	-1	-0.5	.	2	.	-0.8	.
CC(C)c1ccc([C@@H]2O[C@H](CCc3ccccc3)CC3=C2C(=O)OC(C)(C)O3)cc1	1.1	.	2	-9	4.7	.	0	.	-0.5	.
CC12CCC(=O)C=C1C(F)CC1C2C(O)CC2(C)C1CCC2(O)C(=O)CO (stereo not drawn)	-0.9	-5	1	4	0.4	10	3	i	0.0	-1
Cc1ccc(CNC(=O)CCS(=O)(=O)c2ccc3c(c2)CC(C)N3C(=O)C2CC2)cc1 (stereo not drawn)	1.1	-1	4	0	-0.7	-4	-1	i	0.0	-5
C[C@@H]1CCCCO[C@H](CN(C)C(=O)c2ccccc2)[C@@H](C)CN([C@H](C)CO)C(=O)c2cc(NC(=O)NC3CCCCC3)ccc2O1	-0.6	-2	5	0	-1.9	5	5	i	-1.4	.
O=C(c1ccc(Cl)cc1)c1ccc(OCC(O)CN2CCCCC2)cc1 (stereo not drawn)	-0.8	-1	1	3	-2.0	2	-3	i	0.3	-2
N/C(=N\OC(=O)COc1ccc(Cl)cc1Cl)c1cccnc1	-0.2	0	-3	-16	-0.2	7	-3	i	0.9	-4
